FBW7 act: activators of human E3 ligase FBW7. 0.13% of 650,000 active. AlphaScreen FBW7–phospho-cyclin E peptide binding, activator screen. Q969H0. normalized activity (activation), % at 26.1 µM; in the data active means normalized activity above about 1.9%;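 further: purified mutant Fbw7 with reduced substrate affinity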
Target sequence (Q969H0 whole entry, looked up): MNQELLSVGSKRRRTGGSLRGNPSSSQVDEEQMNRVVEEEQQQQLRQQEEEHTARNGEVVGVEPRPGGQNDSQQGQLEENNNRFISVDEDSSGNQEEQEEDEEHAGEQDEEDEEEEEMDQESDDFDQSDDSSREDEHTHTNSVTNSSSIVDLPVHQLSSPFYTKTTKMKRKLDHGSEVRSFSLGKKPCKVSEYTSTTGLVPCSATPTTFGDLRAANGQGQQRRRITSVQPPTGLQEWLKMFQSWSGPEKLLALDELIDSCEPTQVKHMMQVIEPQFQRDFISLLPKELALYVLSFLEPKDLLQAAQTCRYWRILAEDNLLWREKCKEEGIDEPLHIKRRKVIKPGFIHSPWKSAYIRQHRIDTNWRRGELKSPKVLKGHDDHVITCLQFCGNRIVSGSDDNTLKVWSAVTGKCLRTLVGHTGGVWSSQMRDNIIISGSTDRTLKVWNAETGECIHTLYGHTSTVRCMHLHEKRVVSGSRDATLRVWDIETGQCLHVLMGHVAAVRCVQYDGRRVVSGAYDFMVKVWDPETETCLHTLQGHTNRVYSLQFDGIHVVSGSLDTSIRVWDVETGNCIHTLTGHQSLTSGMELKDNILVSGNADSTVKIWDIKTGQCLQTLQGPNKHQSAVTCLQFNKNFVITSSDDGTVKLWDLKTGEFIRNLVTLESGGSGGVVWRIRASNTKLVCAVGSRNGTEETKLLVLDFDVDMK
TEAD-YAP block: TEAD-YAP interaction inhibition | HEK-TIYL cells, TEAD-Gal4/YAP UAS-luciferase luminescence | inhibition, % at 9.12 µM | 1.4% of 640,000 active | AID 1259422; in the data active means inhibition above about 32%;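 further: 0% = median of test compound wells and 100% = reference inhibitor wells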
MITF inh: blocks human microphthalmia-associated transcription factor; AlphaScreen MITF homodimerization, bead proximity signal; O75030; inhibition, % at 2.6 µM; 0.91% of 650,000 active; AID 1259374; in the data active means inhibition above about 50%;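 further: 0% = vehicle wells with protein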
GPR151 activ: activators of human GPR151; Q8TDV0; PathHunter beta-arrestin GPR151 cells, luminescence; activation, % at 11.2 µM; 1% of 650,000 active; AID 1508602; in the data active means activation above about 4.9%;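 further: 0% = median of compound wells and 100% = cells with positive control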
Active calls of the source: *; & = joins results of further samples.

Results follow in this order: FBW7 act	GPR151 activ	TEAD-YAP block	MITF inh
CCOC(=O)c1cnc2c(OC)cccc2c1NCC1COc2ccccc2O1 (stereo unspecified)
 : 0.2	-0.5	-18	-9
Cc1cccc(C)c1NC(=O)C1CCCN1C(=O)NCc1ccccc1 (stereo unspecified)
 : 0.3	-0.1	-5	12
COc1ccc(/C=C2\C(=O)NC(=O)N(c3ccc(C)c(C)c3)C2=O)c(OC)c1OC
 : 0.3	-1.2	17	9
COc1ccc(-c2csc3nnc(SCC(=O)N4CCC(C)CC4)n23)cc1
 : 0.1	0.2	-9	-17
Cc1ccc(N2C(=O)/C(=C\c3ccc(C(C)C)cc3)C3=C2C(=O)N(c2ccc(C)cc2)C3c2ccccc2)cc1 (stereo unspecified)
 : 0.2	0.3	-4	11
CCOc1cccc(NC(=O)C2CC(=O)N(C)C(=Nc3ccccc3)S2)c1 (stereo unspecified)
 : 0.1	1.1	5	6
Cc1c(Cl)cccc1N=Cc1nc(-c2ccccc2Br)oc1O
 : -0.1	0.0	1	15
COc1ccc(Cl)cc1C(=O)N1CCN(c2ccccc2)CC1
 : -0.1	-1.0	50*	0
CCCCOC(=O)C(C)Oc1ccc2c(=O)c(Oc3cccc(C)c3)c(C(F)(F)F)oc2c1 (stereo unspecified)
 : 0.1	-1.2	9	0
COCCn1c(C)cc2c(c1=O)C(c1ccccc1Cl)C(C(=O)OC)=C(N)O2 (stereo unspecified)
 : 0.6	1.5	0	14
c1ccc(-c2nc(NC3CC3)c3[nH]cnc3n2)cc1
 : 0.2	1.2	13	6
CCCCCn1c(CN2CCN(C(=O)OCC)CC2)nc2c1c(=O)[nH]c(=O)n2C
 : -0.4	0.3	-31	2
CC(=O)Nc1ccc(NC(=O)CSc2nc3c(=O)n(C)c(=O)n(C)c3n2C)cc1
 : 0.1	1.7	2	3
Cc1ccccc1CSc1nc2ccccc2c(=O)n1CCC(=O)N1CCCCC1
 : 0.0	0.8	-12	1
Cc1ccc(S(=O)(=O)N2CCCOC2CNC(=O)C(=O)NCCN(C)C)cc1 (stereo unspecified)
 : -0.1	0.3	5	9
CCc1nc(SCC(=O)c2ccc(Cl)cc2)n[nH]1
 : 0.2	0.2	6	6
CCN(CC)C(=O)C1CCCN(c2nc(NCc3nc4ccccc4[nH]3)c3ncn(C(C)C)c3n2)C1 (stereo unspecified)
 : -0.1	1.0	30	-2
C=CCc1cccc2cc(C(N)=S)c(=N)oc12
 : -0.3	-0.8	14	7
COc1ccc(OCC(=O)NCc2nc(-c3ccc(C)cc3)no2)cc1
 : 0.4	4.3	7	-13
CCCC(=O)Nc1ccc(NC(=O)c2ccc(OC)cc2)cn1
 : 0.0	0.0	-1	9
O=C(Nc1ccc(F)cc1)c1cc(S(=O)(=O)NC2CCCC2)ccc1F
 : -0.2	-0.1	1	-3
COc1ccc(OC)c2nc3c(cc12)CCCCC3
 : 0.0	1.0	-1	5
O=C(CCc1ccco1)N1CCOc2ccc(CN3CCN(c4ncccn4)CC3)cc2C1
 : -0.3	-1.1	1	-20
N#Cc1c(N2CCCC2)n[nH]c1NC(=O)COc1ccc(Cl)cc1
 : -0.1	-1.2	-4	3
COc1ccc(C(=O)Nc2ccc(C(=O)NCCc3ccc(OC)c(OC)c3)cc2)cc1
 : 0.0	-0.5	2	2
CCOc1ccccc1N1C(=O)c2ccc(C(=O)O)cc2C1=O
 : 0.2	2.8	-7	-2
O=C(CNC(=S)NC(=O)c1ccccc1)c1ccccc1
 : 0.0	0.4	-17	15
O=C(NCC1Cc2cccc(-c3cncnc3)c2O1)c1csc(-c2cccs2)n1 (stereo unspecified)
 : 0.1	-1.1	9	3
Cc1cccc(C(=O)Nc2c3c(nn2-c2cccc(C)c2C)CS(=O)(=O)C3)c1
 : -0.2	2.3	2	0
O=C(COC(=O)c1cc(=O)[nH]c2ccccc12)c1ccc(Cl)cc1Cl
 : 0.1	0.1	-8	6

Sorted by heavy-atom count (low to high): some entries from above
Results follow in this order: FBW7 act	GPR151 activ	TEAD-YAP block	MITF inh
C=CCc1cccc2cc(C(N)=S)c(=N)oc12
 : -0.3	-0.8	14	7
COCCn1c(C)cc2c(c1=O)C(c1ccccc1Cl)C(C(=O)OC)=C(N)O2 (stereo unspecified)
 : 0.6	1.5	0	14
COc1ccc(/C=C2\C(=O)NC(=O)N(c3ccc(C)c(C)c3)C2=O)c(OC)c1OC
 : 0.3	-1.2	17	9

Further records follow.
Results follow in this order: FBW7 act	GPR151 activ	TEAD-YAP block	MITF inh
Cc1c(Cl)cccc1NC(=O)CN(CCc1ccccc1)S(=O)(=O)c1ccccc1
 : 0.3	-1.1	-4	-18
CC1CCCC(NC(=O)CSc2cccc[n+]2[O-])C1C (stereo unspecified)
 : -0.2	0.7	4	-5
CCCNC(=O)c1ccc(CNC(=O)c2cccc(Br)c2)cc1
 : 0.1	-1.2	-14	1
CC(=O)C1=C(C)NC(SCC(=O)Nc2ccc(F)cc2)=C(C#N)C1c1ccccc1Cl (stereo unspecified)
 : 0.1	-0.2	-8	-6
CNC(=O)c1c(NC(=O)CCSc2ccccc2)sc2c1CCCCC2
 : 0.1	0.3	9	10
COc1ccc(Cl)c2sc(NC(=O)c3ccc(C)cc3)nc12
 : -0.1	0.9	-13	7
O=Cc1cccc(OCC(=O)Nc2ccc(Cl)c(Cl)c2)c1
 : 0.1	1.0	-4	6
CCN1CCN(C(c2ccccc2OC)c2nnnn2CCOC)CC1 (stereo unspecified)
 : 0.5	0.0	-8	-9
CC1CCCCN1CC(O)COc1ccc(C(C)(C)C)cc1 (stereo unspecified)
 : -0.1	-1.3	-2	-7
COC(=O)c1cccnc1NC(=S)NNC(=O)c1cccc([N+](=O)[O-])c1
 : -0.2	0.2	8	-7
CCN1C(=O)C2C(c3ccc(O)cc3)NC(CC)(C(=O)OC)C2C1=O (stereo unspecified)
 : 0.7	-1.3	-3	6
O=C(Cn1c(-c2ccccc2)noc1=O)Nc1cccc(Cl)c1Cl
 : 0.1	-0.5	4	-7
CCOC(=O)C1=C(C)N(CC(C)C)C(=O)/C1=C\c1ccc(Cl)cc1
 : 0.1	0.8	8	-6
CCCCNCCOCCOc1c(C)cccc1Cl
 : 0.0	3.7	11	46
O=C(O)c1ccccc1C(=O)Nc1ccc(S(=O)(=O)N2CCOC3CCCCC32)cc1 (stereo unspecified)
 : 0.3	-0.3	-4	10
COc1cc(/C=C(/NC(=O)c2ccccc2)C(=O)NC2CCCCC2)cc(OC)c1OC
 : 0.0	-0.4	4	4
CCCSc1cc(NCCO)c([N+](=O)[O-])c2nonc12
 : 0.0	1.0	-3	2
C[C@H](NC(=O)c1ccc2c(c1)S(=O)(=O)c1ccccc1C2=O)c1nc2ccccc2[nH]1
 : -0.1	-1.0	-4	22
Cc1ncn(-c2ccc(Nc3ncc(Cl)c(-c4cnn(C)c4)n3)cc2)n1
 : -0.2	-0.8	72*	-16
CNc1nc(-c2ccccn2)nnc1-c1ccccc1
 : -0.5	-1.3	-6	108*
O=C(NC1CCCCC1)C(C(=O)c1ccc(F)cc1)n1ccccc1=O (stereo unspecified)
 : -0.2	-0.2	2	7
CCn1c(-c2nonc2NC(=O)c2ccc(C(C)(C)C)cc2)nc2ccccc21
 : -0.1	0.2	-6	-2
COc1ccc(S(=O)(=O)CCc2nnc(NC(=O)c3ccc(OC)c(OC)c3)s2)cc1
 : 0.0	1.5	5	7
COc1ccc(OCCCC(=O)Nc2ccc(F)c(F)c2F)cc1
 : 0.0	0.7	4	4
O=[N+]([O-])c1cccc(CN2CCC(N3CCCCCC3)CC2)c1
 : 0.7	3.1	1	67*
CCCCNc1c2c(nc3ccc(Br)cc13)CC(C)(C)CC2=O
 : -0.2	-1.4	0	8
CCCCNC(=O)c1c[nH]c2ccc(S(=O)(=O)N(C)Cc3ccccc3)cc2c1=O
 : -0.1	0.8	2	-1
O=C1CCCC2=C1C1(CCCCC1)N=C(Nc1nc3ccccc3o1)N2
 : 0.0	0.0	-8	3
COc1ccc(C(C)NC(=O)C(=O)N/N=C/c2cccs2)cc1 (stereo unspecified)
 : -0.1	-1.1	0	-2
CC(=O)N1c2ccccc2N(Cc2ccccc2)C(=O)C1(C)C
 : 0.1	3.5	-5	2
CCC(C)Nc1nc2c(c(=O)n(C)c(=O)n2C)n1CC(O)COc1ccc(OC)cc1 (stereo unspecified)
 : -0.2	-0.4	12	10
CCOC(=O)C1=C(C)NC2=C(C(=O)CCC2)C1c1cccc(I)c1 (stereo unspecified)
 : 0.1&1.1	0.9&-0.5	-4&11	9&11
COc1ccc(-c2nc(CSCC(=O)NC3CCCC3)c(C)o2)cc1OC
 : 0.1	-0.6	-13	-7
CC(C)(C)C(=O)Nc1nnc(-c2ccc(Cl)cc2Cl)s1
 : 0.0	2.6	-3	-9
O=C(c1cc2ccccc2o1)N1CCN(C(c2ccccc2)c2ccccc2)CC1
 : 0.1	2.8	-14	9
CCOc1cc(OCC)c(C2C(C#N)=C(N)Oc3n[nH]c(C)c32)cc1Br (stereo unspecified)
 : -0.2	-0.5	-2	11
Cc1[nH]c2ccccc2c1C(=O)C(=O)N(C)C
 : -0.1	0.7	0	-7
S=C(Nc1cccnc1)NC1CCCC1
 : 0.1	-0.3	5	1
COc1ccc(OC)c(-n2c(=S)[nH]c3cc(C(=O)NCCc4ccc(Cl)cc4)ccc3c2=O)c1
 : -0.1	1.7	6	11
COc1ccccc1CNC(=O)c1ccncc1
 : 0.1	-0.3	-7	-3
C=CCCCOc1ccc(C(=O)O)cc1
 : -0.1	-3.5	2	3
CCC(C)NC(=O)c1ccc2c(c1)ncn2-c1ccc(OC)cc1 (stereo unspecified)
 : -0.1	0.3	-14	-15
OC1CCC(Nc2nccn3c(-c4cccc(Cl)c4)cnc23)CC1 (stereo unspecified)
 : 0.4	-0.3	-5	16
COC(=O)C1=C(C)NC2=C(C(=O)CCC2)C1c1ccc(O)cc1 (stereo unspecified)
 : -0.1	0.0	1	-6
O=C(Cn1cncn1)N/N=C/c1cccc([N+](=O)[O-])c1
 : -0.1	-0.6	6	1
O=C(CSc1ccc(-c2ccc3c(c2)OCO3)nn1)Nc1ccc2c(c1)OCO2
 : 0.4	-0.6	12	11
C=CCc1cccc(Cl)c1OCCCN1CCNCC1
 : -0.1	-0.4	-5	53*
COCCNC(=O)Nc1ccccc1C(=O)NCCOC
 : -0.2	-0.4	-3	3
CSc1nnc(NC(=O)c2oc3ccc(Cl)cc3c2C)s1
 : 0.0	0.3	3	-8
CC(C)(C)c1csc(NC(=O)/C=C/c2ccccc2)n1
 : 0.0	0.1	-60	13
O=C1OC(c2ccc([N+](=O)[O-])cc2)Sc2ccccc21 (stereo unspecified)
 : -0.2	2.5	6	-2
Cc1cc(C)c(NC(=O)C(C)N2C(=O)c3ccccc3C2=O)c(C)c1 (stereo unspecified)
 : 0.2	0.3	5	4
CC(=O)Nc1ccc(Nc2nc(N3CCc4ccccc4C3)nc3c2ncn3Cc2ccc(C(F)(F)F)cc2)cc1
 : 0.1	0.4	-21	10
O=C(CCC1CCCCC1)Nc1c2c(nn1-c1ccc(Cl)cc1)CS(=O)(=O)C2
 : -0.3	-2.6	-5	8
CCN(CC)c1nc(C)nc2sc(C(=O)Nc3ccc(C)c(F)c3)c(C)c12
 : 0.1	0.1	1	-8
O=C(Cn1nnc(-c2ccc(NC(=O)c3ccc(F)cc3)cc2)n1)NCc1ccco1
 : 0.0	1.7	-7	12
Cc1nnc(NC(=O)CSC2CCCCC2)s1
 : 0.1	-0.7	2	-13
COc1ccc(C(=O)Nc2sc(C)c(C)c2C(N)=O)c(OC)c1
 : -0.1	-0.6	-26	-6
COc1cccc(CNCc2c(C(=O)O)n(Cc3ccccc3)c3cc(C)ccc23)c1OC
 : -0.2	-1.6	4	-2
C#CCN(CC=C)C(=O)CC1C(=O)NCCN1CCC(C)C (stereo unspecified)
 : 0.2	-0.6	1	-14
CC1(C)Cc2nc3sc4c(N5CCOCC5)ncnc4c3cc2CO1
 : 0.2	0.0	-19	8
Cc1cccc(C(=O)NC(NCCOC23CC4CC(CC(C4)C2)C3)(C(F)(F)F)C(F)(F)F)c1
 : 0.0	0.9	-10	-9

Compounds from the list above that have a thiophene ring, fused or not, in the order listed:
Results follow in this order: FBW7 act	GPR151 activ	TEAD-YAP block	MITF inh
O=C(NCC1Cc2cccc(-c3cncnc3)c2O1)c1csc(-c2cccs2)n1 (stereo unspecified)
 : 0.1	-1.1	9	3
CNC(=O)c1c(NC(=O)CCSc2ccccc2)sc2c1CCCCC2
 : 0.1	0.3	9	10
COc1ccc(C(C)NC(=O)C(=O)N/N=C/c2cccs2)cc1 (stereo unspecified)
 : -0.1	-1.1	0	-2
CCN(CC)c1nc(C)nc2sc(C(=O)Nc3ccc(C)c(F)c3)c(C)c12
 : 0.1	0.1	1	-8
COc1ccc(C(=O)Nc2sc(C)c(C)c2C(N)=O)c(OC)c1
 : -0.1	-0.6	-26	-6
CC1(C)Cc2nc3sc4c(N5CCOCC5)ncnc4c3cc2CO1
 : 0.2	0.0	-19	8
